TrxR1 substrate: rat thioredoxin reductase 1 substrate activity; O89049; purified TrxR1 substrate turnover, NADPH consumption readout; Potency, µM (top dose mostly 114 µM), inactives show at the top dose activity change, negative = substrate turnover; 0.01% of 390,000 active; AID 588456; note: potency is the fitted concentration of half-maximal effect; % is set by controls: 0 for no effect and ±100 for the full control effect; nearly all actives have a fitted effect of over 50% in size
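Rat TrxR1, dispensed at 90 nM, was prereduced with 400 uM NADPH (final) for 5 min at ~22 deg C, then incubated with compound 15 min before 400 uM selenite. A first-read NADPH fluorescence drop versus no-compound background flagged substrates.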
Pin1 inh: blocks the human prolyl isomerase Pin1; AID 504891; Potency, µM (series often up to 115 µM), without a hit: top-dose activity, negative = inhibition, hits mostly inhibitors; Q13526; 0.009% of 390,000 active; Pin1 FP peptide displacement, HiFluor488, 10 min; active = well fitted inhibition curve with a large enough effect in the polarisation, with a control signal flat, not every such curve was filed as active; inconclusive = small, poorly fitted or top-dose-only effect, or effect the other way, or a change in a side signal; inactive = no such curve, though single readings can be large or run the other way; the % refers to the polarisation; note: potency is the fitted concentration of half-maximal effect; % is set by controls: 0 for no effect and ±100 for the full control effect
IDH1 R132H inh: human IDH1 R132H inhibition; O75874; AID 602179; 0.093% of 390,000 active; IDH1-R132H enzyme, NADPH consumption, diaphorase/resazurin fluorescence; Potency, µM (top dose mostly 76.6 µM), for inactives: at the highest dose activity change, negative = inhibition, usual class: inhibitors; note: potency is the fitted concentration of half-maximal effect; % is set by controls: 0 for no effect and ±100 for the full control effect; nearly all actives have a fitted effect of over 65% in size
Target sequence (O75874 whole entry R132H, stated change not applied): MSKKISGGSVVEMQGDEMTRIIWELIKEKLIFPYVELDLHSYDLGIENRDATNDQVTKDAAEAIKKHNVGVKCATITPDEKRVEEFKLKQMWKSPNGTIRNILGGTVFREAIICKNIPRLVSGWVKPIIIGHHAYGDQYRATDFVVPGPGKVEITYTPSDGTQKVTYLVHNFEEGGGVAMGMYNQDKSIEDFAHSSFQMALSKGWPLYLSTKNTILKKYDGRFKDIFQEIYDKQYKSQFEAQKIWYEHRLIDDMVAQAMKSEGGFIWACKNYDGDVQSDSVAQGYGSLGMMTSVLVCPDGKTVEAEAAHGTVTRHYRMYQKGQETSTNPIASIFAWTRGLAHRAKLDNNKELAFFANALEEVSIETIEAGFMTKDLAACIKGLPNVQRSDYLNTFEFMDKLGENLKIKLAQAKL
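IDH1-R132H (0.5 ug/mL dispensed) in pH 7.5 Tris buffer was preincubated 30 min with compound, then given a substrate mix of 0.016 mM NADPH and 2 mM alpha-KG for 80 min at room temperature; remaining NADPH was read by diaphorase/resazurin fluorescence.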
PGK inhibitor: inhibitors of T. brucei phosphoglycerate kinase; PGK/GAPDH coupled, Kinase-Glo luminescence, 60 min; 0.043% of 380,000 active; P07378; Potency, µM (series often up to 57.5 µM), for inactives: top-dose activity change, negative = inhibition, usual class: inhibitors; note: potency is the fitted concentration of half-maximal effect; % is set by controls: 0 for no effect and ±100 for the full control effect; nearly all actives have a fitted effect of over 60% in size
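Recombinant glycosomal PGK reaction used 1,3-bisphosphoglycerate generated in-well by GAPDH (100nM final) in 100mM TEA pH 7.6, 5mM MgCl2, 0.01% Tween-20. After 60 minutes at room temperature, ATP was read by Kinase-Glo Plus luminescence end-point.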
PI4K2A inh: inhibitors of human PI4K2A | Q9BTU6 | purified PI4K2A, ADP-Glo luminescence, 1 h; hits give low values | activity change, negative = inhibition, % at 76.9 µM | 0.13% of 420,000 active | AID 1346378; in the data active = activity change below about -50%; inconclusive = mostly about -30% to -49%;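 note: -100% = wells without enzyme as full effect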
Target sequence (Q9BTU6 whole entry, looked up): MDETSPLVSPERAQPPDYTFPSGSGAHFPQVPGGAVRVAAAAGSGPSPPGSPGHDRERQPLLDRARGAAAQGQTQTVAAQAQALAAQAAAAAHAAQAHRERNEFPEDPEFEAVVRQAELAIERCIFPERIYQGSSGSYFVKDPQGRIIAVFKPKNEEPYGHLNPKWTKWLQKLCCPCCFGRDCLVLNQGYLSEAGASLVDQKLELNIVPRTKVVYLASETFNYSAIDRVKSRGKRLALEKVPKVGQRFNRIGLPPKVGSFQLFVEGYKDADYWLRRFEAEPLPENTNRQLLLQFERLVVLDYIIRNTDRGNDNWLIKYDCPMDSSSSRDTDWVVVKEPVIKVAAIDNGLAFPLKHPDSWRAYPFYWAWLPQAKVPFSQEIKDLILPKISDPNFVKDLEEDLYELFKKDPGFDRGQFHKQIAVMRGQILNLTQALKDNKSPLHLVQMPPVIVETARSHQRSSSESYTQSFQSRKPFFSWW
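In this quantitative HTS, ADP production by PI4K2A was quantified luminescently after 1 h at ambient temperature; 100 microM adenosine served as plate-quality control.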
TrxR1 inh: rat TrxR1 inhibition; recombinant rTrxR1, NADPH fluorescence consumption, selenite substrate; 1% of 390,000 active; AID 588453; O89049; Potency, µM (highest dose often 114 µM), for inactives: top-dose activity change, negative = inhibition, actives largely listed as inhibitors; note: potency is the fitted concentration of half-maximal effect; % is set by controls: 0 for no effect and ±100 for the full control effect; nearly all actives have a fitted effect of over 65% in size
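Rat TrxR1 (90 nM in the dispensed reagent) was pre-reduced with 400 uM NADPH for 5 min at room temperature, then incubated with compound for 15 min. After 400 uM selenite was added, NADPH fluorescence (Ex 340/Em 450 nm) was followed for 8 min.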
GLS inhibitor: inhibitors of human glutaminase (GLS); AID 624170; GLS enzymatic activity, qHTS titration; O94925; Potency, µM (top dose mostly 45.5 µM), for inactives: at the highest dose activity change, negative = inhibition, actives largely listed as inhibitors; 0.21% of 410,000 active; note: potency is the fitted concentration of half-maximal effect; % is set by controls: 0 for no effect and ±100 for the full control effect
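Coupled fluorescence readout: glutamate oxidase/HRP/Amplex Red detect glutamate formed by hKGA from L-glutamine (1 mM solution added). Buffer 45 mM KH2PO4 pH 8.2, 0.02% Tween-20; reads at t0 and 30 min RT.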
USP1 inh: blocks the human USP1/UAF1 deubiquitinase complex; recombinant USP1/UAF1, Ub-Rhodamine cleavage fluorescence; Potency, µM (series often up to 57.1 µM), for the others: at the highest dose activity change, negative = inhibition, hits mostly inhibitors; 0.23% of 390,000 active; AID 743255; note: potency is the fitted concentration of half-maximal effect; % is set by controls: 0 for no effect and ±100 for the full control effect; nearly all actives have a fitted effect of over 60% in size; inactives centre near -12
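USP1/UAF1 complex (1 nM) preincubated 15 min at room temperature with compound, then Ub-Rho substrate (150 nM final) added. Kinetic fluorescence at 480/540 nm over 6 reads at 60 s intervals; 50 mM HEPES pH 7.8, 0.5 mM EDTA, 0.1 mg/ml BSA, 1 mM TCEP, 0.01% Tween-20.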
HP1b binding inh: inhibitors of HP1-beta chromodomain binding to methylated histone tails; P83916; AlphaScreen HP1-beta / biotin-H3K9me3 peptide binding; Potency, µM (titrated, usually from 114 µM), for the others: top-dose activity change, negative = inhibition, usual class: inhibitors; 0.56% of 390,000 active; note: potency is the fitted concentration of half-maximal effect; nearly all actives have a fitted effect of over 70% in size; inactives centre near 23
Target sequence (P83916 whole entry, looked up): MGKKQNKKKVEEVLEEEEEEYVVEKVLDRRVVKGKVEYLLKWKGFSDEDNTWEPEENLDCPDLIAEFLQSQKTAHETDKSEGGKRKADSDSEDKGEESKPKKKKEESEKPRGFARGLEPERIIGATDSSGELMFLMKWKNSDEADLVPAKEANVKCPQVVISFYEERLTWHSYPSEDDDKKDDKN
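Compound inhibition of the preformed complex between 50 nM HP1-beta and 50 nM biotinylated H3K9me3 peptide was read by AlphaScreen. Buffer was PBS pH 7.4 with 0.01% Tween-20. Incubations ran 30 min at room temperature, with 10 ug/mL donor/acceptor beads.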
Numbers without * were called inactive; i = inactive; ? = inconclusive; nt = no result given; & = joins results of further samples; [ ] = another dose, or the depositor's remark. Unless noted, calls come from the whole dose curve; as a rule, active = well fitted curve in the direction sought with a large enough effect; inconclusive = small, poorly fitted or top-dose-only effect, or another doubt; inactive = no such curve, though single readings can be large; an effect the other way counts as inactive or inconclusive. An excerpt; rates above refer to the full screens.

structure	TrxR1 substrate	Pin1 inh	IDH1 R132H inh	PGK inhibitor	PI4K2A inh	TrxR1 inh	GLS inhibitor	USP1 inh	HP1b binding inh
CCN1CCN(C(=O)COc2ccc(S(=O)(=O)N3CCOCC3)cc2Cl)CC1	-10%[57.1 µM]	-3%	-4%	-1%	-2	7%[57.1 µM]	-2%	-11%	17%
CC(=O)N1CCN(CCN=Cc2c(O)n(-c3ccc(F)cc3)c(=S)[nH]c2=O)CC1	9%[57.1 µM]	3%	6%	10%	6	-8%[57.1 µM]	-1%	-8%	3%
COC1CCC(OC2CC(C3(C)CCC4(CC(O)C(C)C(C(C)/C=C(\C)C(=O)C(C)CC(C)C(=O)O)O4)O3)OC3(OC(C4OC(O)(CO)C(C)CC4C)CC3C)C2C)OC1C (stereo not drawn)	-8%	4%	-3%	-1%	6	-8%	2%	-15%	9%
CCOC(=O)c1cnc2c(ccc3ccccc32)c1Nc1ccc(N(C)C)cc1	-1%	-6%	11%	-9%	1	0%	15%	-6%	10µM*
C[C@]12CC(=O)CC1CCC1C2CC[C@@]2(C)C1CC[C@@H]2O (stereo partly drawn)	4%	-3%	0%	-2%	-4	19%	0%	-11%	3%
Cc1ccc(S(=O)(=O)N(C)C)cc1NC(=O)C(C)[N+]12CCN(CC1)CC2 (stereo not drawn)	-2%	?	-4%	i	1	15%	-4%	-9%	24%
Cc1cc(N2CCOCC2)nc2ccc(NC(=O)CCC(=O)N3CCC4(CC3)OCCO4)cc12	234%[activator]	-1%	1%	-4%	4	?	0%	-18%	35%
COc1ccc(OC(=O)N(C)C[C@H]2OCc3cnnn3CCCC(=O)N([C@@H](C)CO)C[C@H]2C)cc1	nt	nt	-17%	-3%	1	nt	-11%	-23%	nt
Nc1cc2nc3ccccc3nc2cc1N	10%[57.1 µM]	?	-2%	i	-12	9%[57.1 µM]	-2%	-19%	2%
Cc1ccc(OCC(=O)N2CCN(C)CC2)c(Br)c1	8%[11.4 µM]	5%	-3%	-4%	0	-1%[11.4 µM]	-3%	1%	12%
O=C(Cc1ccccc1)OCCNC(=O)c1cccnc1	-4%	-5%	18%	nt	-4	-5%	-24%	0%	19%
COc1ccc(NC(=O)CN2C(=O)C(C)N=C(c3ccccc3F)c3cc(Cl)ccc32)c(OC)c1 (stereo not drawn)	3%[57.1 µM]	5%	-3%	1%	4	10%[57.1 µM]	1%	-10%	5%
CCn1nc(-c2ccccc2)nc2c(=O)n(C)c(=O)nc1-2	?	?	13%	?	-57*	-29%[57.1 µM]	6%	nt	36%
COC(=O)C1C2c3ccccc3OC1(C)N=c1s/c(=C/c3cnn(C)c3C)c(=O)n12 (stereo not drawn)	-2%	-3%	1%	i	0	5%	12%	-29%	10%
CCC(=O)N1CC(=O)Nc2ccc(Cl)cc2C1c1ccc(F)cc1 (stereo not drawn)	-4%	5%	3%	0%	-18	-4%	7%	-18%	25%
Cc1ccc(/C=C2/C(=O)NC(=O)N(CCc3ccc(F)cc3)C2=O)o1	6%[57.1 µM]	48%[activator]	1%	-2%	-25	?	1%	-21%	23%
CC(=O)O[C@H]1CC[C@@]2(C)C(=CC[C@H]3[C@@H]4CC[C@H](C(C)=O)[C@@]4(C)CC[C@@H]32)C1	0%	-3%	5%	-3%	-4	10%	0%	-23%	23%
CC1CCCN(C(=O)CN2C3CCC2CC(O)(c2ccc(F)cc2)C3)C1 (stereo not drawn)	9%[57.1 µM]	-9%	5%	-5%	-1	15%[57.1 µM]	1%	2%	10%
COc1ccc(OC)c(N2Cc3ccccc3C2=N)c1	?	-5%	1%	-8%	-4	-18%	13%	-9%	13%
COc1ccc(C(Nc2cccc([N+](=O)[O-])c2)P(=O)(OC(C)C)OC(C)C)cc1 (stereo not drawn)	-11%	-2%	3%	-3%	8	4%	-7%	-26%	43%[activator]

Quoted from the listing:
COc1ccc(OC)c(N2Cc3ccccc3C2=N)c1 @ USP1 inh = -9%
CCOC(=O)c1cnc2c(ccc3ccccc32)c1Nc1ccc(N(C)C)cc1 @ PI4K2A inh = 1

(list continues)
structure	TrxR1 substrate	Pin1 inh	IDH1 R132H inh	PGK inhibitor	PI4K2A inh	TrxR1 inh	GLS inhibitor	USP1 inh	HP1b binding inh
CN(C)[C@@H]1C(=O)C(C(N)=O)=C(O)[C@@]2(O)C(=O)C3=C(O)c4c(O)ccc(Cl)c4[C@@](C)(O)[C@H]3C[C@@H]12	-5%	16%	-7%	-7%	-11	-22%	12%	9%	18%
Cc1cc(-c2ccccc2)cc(C)[n+]1Cc1ccccc1	1%	-4%	5%[38.3 µM]	-8%	2	21%	0%	-11%	11%
Oc1ccc(C2NCc3ccccc3-n3cccc32)cc1Cl (stereo not drawn)	11%[57.1 µM]	0%&0%	8%&0%	-7%&-2%	5&-3	17%[57.1 µM]	28%&7%	0%&-24%	?
COc1cc(CNc2ccc3[nH]c(=O)[nH]c3c2)ccc1OCc1ccccc1C	13%[57.1 µM]	-1%	24%	1%	-5	17%[57.1 µM]	?	-4%	-25%
O=C1NC(=O)C(CCc2ccncc2)(Cc2ccc3c(c2)OCO3)C(=O)N1CCc1ccccc1 (stereo not drawn)	-1%	?	4%	i	2	22%	nt	-14%	31%
COC(=O)C1=C(c2cccc(C#N)c2)C[C@@H]2CC[C@H]1N2C(=O)NCCOc1ccccc1Cl	6%	0%	8%	-1%	-2	23%	3%	?	35%[activator]
Cc1ccc(NC(=O)c2cn(CCC#N)nc2-c2ccc3c(c2)OCCO3)c([N+](=O)[O-])c1	5%[57.1 µM]	0%	12%	-7%	-6	9%[57.1 µM]	7%	-21%	-25%
O=C(O)c1ccc2c(c1)C1C(Cl)C(Sc3ccccc3[N+](=O)[O-])CC1C(c1cccc([N+](=O)[O-])c1)N2 (stereo not drawn)	8%[57.1 µM]	nt	?	?	-19	-56%	-8%	?	40µM*
C[C@H](CO)N1C[C@H](C)[C@@H](CN(C)C(=O)Oc2ccc3ccccc3c2)OCc2cnnn2CCCC1=O	nt	nt	-3%	5%	8	nt	6%	3%	nt
Cc1ccc(-c2nc3ccccc3c(=O)n2-n2cccc2)cc1	-4%[57.1 µM]	-15%	-10%	0%	0	-1%[57.1 µM]	3%	-10%	19%
Cc1c(C=C2C(=O)N(C)C(=S)N(C)C2=O)c2ccccc2n1CC(=O)NCC1CCCO1 (stereo not drawn)	-10%	?	1%	i	-7	13µM*	1%	?	-5%
COC(=O)C1=C(c2cccc(OCc3ccccc3)c2)C[C@@H]2CC[C@H]1N2C(=O)NCc1ccccc1C(F)(F)F	11%[57.1 µM]	7%	2%	2%	0	28%[57.1 µM]	0%	-12%	34%
CCCCC(=O)N/N=C/c1c(O)n(CC)c(=S)[nH]c1=O	-13%	14%	5%	6%	-4	-27%	10%	-14%	55%[activator]
Cc1cc(C)c(NC2=NCCS2)cc1C	nt	nt	3%	i	2	nt	13%	-13%	nt
COc1ccc(N=Cc2c(O)n(Cc3cccs3)c(=O)[nH]c2=O)cc1	39%[activator]	12%	4%	-9%	0	24%	-3%	-21%	23%
CC1(C(=O)O)CCC2(C)CCC3(C)C(=CC(=O)C4C5(C)CCC(=O)C(C)(C)C5CCC43C)C2C1 (stereo not drawn)	nt	nt	11%	-7%	-5	nt	-5%	?	nt
CCCOP(=O)(OCCC)C(Nc1cccc(C(F)(F)F)c1)c1ccc(C)cc1 (stereo not drawn)	-14%	-8%	6%	i	4	5%	-2%	-11%	58%[activator]
Cc1ccc(NP(=O)(Nc2ccc(C)cc2)Oc2ccccc2)cc1	-5%	?	-4%	6%	1	13%	-8%	-34%	32%
CN(Cc1ccccc1)Cc1ccccc1OC(=O)N(C)C	9%	-8%	11%	11%	2	19%	3%	-15%	32%[activator]
CN(C)CC1CSCCC1(O)c1ccccc1 (stereo not drawn)	-8%	-5%	1%	i	2	?	-1%	-6%	25%
NC(=O)c1ccc(NC(=O)c2cccn(Cc3ccccc3)c2=O)cc1	5%[57.1 µM]	25%	6%	-1%	2	13%[57.1 µM]	-4%	-27%	38%
COc1cccc(Oc2c(C)oc3cc(OC(=O)N(C)C)ccc3c2=O)c1	3%	-4%	-1%	-6%	2	18%	6%	-14%	9%
CC[C@H](OC(C)=O)C(C[C@H](C)N(C)C)(c1ccccc1)c1ccccc1	7%	7%	-7%	i	-2	11%	11%	-18%	22%
COc1ccccc1-n1c(O)c(C=NCCCn2ccnc2)c(=O)[nH]c1=O	-1%	-10%	3%	3%	-4	-10%	-13%	-2%	36%
Cc1nc2ccccc2c(=O)n1-c1ccc(Cl)cc1[N+](=O)[O-]	-1%	-2%	18%	i	14	18%	1%	-22%	38%
Cc1c(C)c2ccc(OCC(=O)N3CCC(C(=O)O)(c4ccccc4)CC3)cc2oc1=O	317%[activator]	1%	-5%	4%	-3	-29%	2%	-11%	20%
CNP(=O)(Oc1ccccc1)OC12CC3CC(CC(C3)C1)C2 (stereo not drawn)	-6%	-3%	0%	-1%	-2	9%	-1%	-5%	35%
C/C(CCc1c[nH]c2ccccc12)=N\O	4%	3%	8%	-7%	3	20%	25%	-5%	23%
